yeast cln2 rad14: NCI yeast anticancer drug screen, S. cerevisiae cln2 rad14 strain | % growth inhibition at 50 µM | 8.3% of 78,000 active;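 further: 0% = growth of vehicle-only cultures of the same strain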
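Yeast strain cln2 rad14, bearing defects in cell cycle control and DNA repair, serves as the test system; values reflect growth inhibition compared with vehicle.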
rad50: NCI yeast anticancer drug screen, S. cerevisiae rad50 strain; % growth inhibition at 50 µM; 10% of 79,000 active; AID 155;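 further: 0% = growth of vehicle-only cultures of the same strain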
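Inhibition values express reduced yeast growth in compound-treated cultures relative to vehicle-treated controls.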
mlh1 rad18: NCI yeast anticancer drug screen, S. cerevisiae mlh1 rad18 strain; growth inhibition, % at 50 µM; 11% of 79,000 active;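 further: 0% = growth of vehicle-only cultures of the same strain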
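Genetically defined yeast (DNA repair-deficient) exposed to compounds; growth inhibition determined relative to vehicle.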
yeast mec2-1: NCI yeast anticancer drug screen, S. cerevisiae mec2-1 strain; 9% of 79,000 active; % growth inhibition at 50 µM;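 further: 0% = growth of vehicle-only cultures of the same strain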
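Compounds were applied to mec2-1 yeast cells. Their growth was then compared with that of vehicle-treated cultures to give growth inhibition.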
bub3: NCI yeast anticancer drug screen, S. cerevisiae bub3 mutant strain | growth inhibition, % at 50 µM | 9.9% of 78,000 active | AID 167;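 further: 0% = growth of vehicle-only cultures of the same strain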
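Compounds were applied to a genetically altered yeast strain carrying a cell-cycle control defect. Growth inhibition was scored against vehicle-treated controls.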
sgs1 mgt1: NCI yeast anticancer drug screen, S. cerevisiae sgs1 mgt1 strain | growth inhibition, % at 50 µM | 10% of 78,000 active | AID 161;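 further: 0% = growth of vehicle-only cultures of the same strain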
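Compounds are added to genetically altered yeast, and growth is compared with cultures given vehicle alone to give percent inhibition.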
* hit, by the source's call; . = not tested or not shown; & = joins results of further samples. No stated cut-off is given here; in the data, active means growth inhibition above about 70%; inactive means the rest. Outcome played no part in choosing rows, and some 14% of all compounds hit somewhere here.

Start of the listing, in advance:
SMILES | yeast cln2 rad14 | rad50 | mlh1 rad18 | yeast mec2-1 | bub3 | sgs1 mgt1
CN1CCC2(CC1)C(=O)N(NC(N)=O)C(=O)C2c1ccccc1 (centres undefined) | 1 | 15 | 14 | 2 | 1 | 6
C=CCC1=C(C)C(OC(=O)/C=C/c2ccccc2)CC1=O (centres undefined) | 34 | 2 | 6 | 6 | 41 | 19
CCCCCC/C(C)=C/CCC(C)=O | 11 | 12 | 0 | 4 | 5 | 15
COc1ccc(Br)cc1/C=N\NC(=O)c1ccccc1N(C)C | 7 | -24 | -4 | -12 | -3 | -11
CC(C)OC(=O)NN(C)c1ccccc1 | -54 | 15 | 14 | 11 | 4 | 14

Main list, from the start:
SMILES | yeast cln2 rad14 | rad50 | mlh1 rad18 | yeast mec2-1 | bub3 | sgs1 mgt1
CN1CCC2(CC1)C(=O)N(NC(N)=O)C(=O)C2c1ccccc1 (centres undefined) | 1 | 15 | 14 | 2 | 1 | 6
C=CCC1=C(C)C(OC(=O)/C=C/c2ccccc2)CC1=O (centres undefined) | 34 | 2 | 6 | 6 | 41 | 19
CCCCCC/C(C)=C/CCC(C)=O | 11 | 12 | 0 | 4 | 5 | 15
COc1ccc(Br)cc1/C=N\NC(=O)c1ccccc1N(C)C | 7 | -24 | -4 | -12 | -3 | -11
CC(C)OC(=O)NN(C)c1ccccc1 | -54 | 15 | 14 | 11 | 4 | 14
O=C(CCCl)NNC1=NCCN1 | -14 | -6 | 23 | -6 | 8 | -1
CCOC(=O)C1=C(C)N[C@@H](c2ccccc2[N+](=O)[O-])N[C@H]1c1ccccc1[N+](=O)[O-] | 14 | 17 | -2 | 20 | -2 | 8
C=C1C(=O)OC2C3OC(C)(CCC(O)C3COC(C)=O)CC(OC(=O)/C(=C/C)COC(C)=O)C12 (centres undefined) | 22 | 5 | -53 | 4 | -6 | -3
Nc1ccn(CCOC(=O)c2ccccc2)c(=O)n1 | -6 | -2 | 16 | -28 | 31 | -15
OCCNC(Cc1ccccc1)Cc1ccccc1 | -49 | -13 | -19 | -1 | -11 | 7
O=C(COc1ccccc1Cl)OC1CCCCC1C1CCCCC1 (centres undefined) | -17 | 8 | 12 | 6 | 0 | 7
CCCCCCCCCCCCSC(=N)N | 97* | 51 | 64 | 99* | 99* | 46
NC(Cc1cccs1)C(=O)Nc1nncs1 (centres undefined) | 6 | 35 | -24 | 25 | 3 | 15
CN(C)NC(=S)NC12CC3CC(CC(C3)C1)C2 | -19 | -15 | 12 | -5 | -3 | -10
O=C(CCCN1CCC2(CC1)CC(c1ccccc1)OC2=O)c1ccc(F)cc1 (centres undefined) | 90* | 86* | 96* | 88* | 95* | 95*
O=C1C2CC(c3ccccc3)C1C(c1ccccc1)=C2c1ccccc1 (centres undefined) | 14 | -3 | 19 | 7 | -19 | 5
CCOc1cc(C)c2cccc(C)c2n1 | 6 | 17 | 14 | 0 | 2 | -14
CC(=O)Oc1c[nH]c2ccccc12 | 22 | 49 | 39 | 16 | 30 | 28
CC1NC(C)c2ccc3ccccc3c2O1 (centres undefined) | -9 | -5 | -6 | -13 | -11 | -25
CCNc1nc2ccccc2nc1NCC | 16 | -18 | 3 | -6 | -13 | 1
CCN(CC)CCN1CNC(=S)NC1 | -2 | 0 | -7 | -21 | -1 | 11
Cc1cc(O)cc2oc(=O)ccc12 | -12 | -34 | -15 | -23 | -12 | -10
CCOC(=O)C(C(=O)OCC)C(C(=O)OCC)(C(=O)OCC)C(C(=O)OCC)C(=O)OCC | -4 | -15 | -20 | -9 | -4 | 2
COc1ccc2nc3ccccc3c(NCCCN(C)C)c2c1 | 60 | 34 | 12 | 41 | 7 | 37
O=CNc1ccccc1Cc1ccccc1 | 8 | 13 | 2 | -24 | 4 | 4
CC(C)c1ccc(/C=C2/CC(=O)N(c3ccccc3)C2=O)cc1 | -43 | -9 | 1 | 8 | -8 | -1
CC1CCCC(CCN(C)CCC2CCCCC2)CC1 (centres undefined) | 99* | 99* | 99* | 99* | 99* | 99*
CC(=O)OCC1OC(OC(C)=O)C(Nc2ncc(-c3ccc(C)cc3)s2)C(OC(C)=O)C1OC(C)=O (centres undefined) | -1 | 19 | 11 | 7 | 40 | 43
Cc1cc2nccnc2cc1C | -3 | -49 | -23 | -66 | -66 | -31
O=C(NNc1nc(-c2ccccc2)cs1)Nc1ccccc1 | 24 | 77* | 75* | 90* | 84* | 88*
C1CCC(CCCC(CCCC2CCCCC2)CCCC2CCCCC2)CC1 | 39 | -7 | 14 | 4 | 0 | -16
O=c1[nH]ncc(NN=C2CCCC2)c1Cl | 17 | 0 | -7 | -25 | -11 | -1
CC1(C)C(CC(=O)O)CCCC1CC(=O)O (centres undefined) | 2 | 12 | 49 | 1 | -11 | 4
FC(F)(F)c1ccc(C2ON=C(c3ccccc3)N2C23CC4CC(CC(C4)C2)C3)cc1 (centres undefined) | 0 | 17 | 1 | 4 | -8 | 25
c1ccc(-c2ccc(-c3ccccc3)cc2)cc1 | -15 | -14 | -31 | -9 | 19 | -15
CCc1ccc(NS(=O)(=O)c2ccccc2)cc1 | -15 | -1 | 25 | 0 | 5 | 11
Cc1ccc(-c2[nH]c(=S)[nH]c(=O)c2CCO)cc1 | -18 | -8 | -16 | 4 | -13 | -6
Nc1ccc(S(=O)(=O)O)c2cccc(S(=O)(=O)O)c12 | 72* | 3 | -13 | 7 | 27 | 32
O=C(Nc1ccccc1)C(F)(F)C(F)(F)C(F)(F)F | 26 | 13 | 12 | 13 | -1 | 0
NCC(=O)NC(CO)C(=O)O (centres undefined) | -10&-6&-34 | -13&-13&-8 | -9&-13&-3 | -4&-5&-10 | -4&-11&-25 | -4&-3&-12
Cn1c(N=P(c2ccccc2)(c2ccccc2)c2ccccc2)cc(=O)n(C)c1=O | -20 | -4 | 3 | -6 | 5 | 11
O=c1[nH]c(=S)c2ncn(C3OC(CO)C(O)C3O)c2[nH]1 (centres undefined) | 4 | 0 | 12 | -14 | -1 | -11
CCCCCCCCSCCO | 3 | 4 | 3 | 3 | -3 | 2
CC(C)CCc1ccc2ccc3cccc4ccc1c2c34 | -26 | -18 | -8 | 4 | -1 | -1
CC(=O)OCC1OC(n2c(-c3ccc(C)cc3)cc(-c3ccco3)c(C#N)c2=S)C(OC(C)=O)C(OC(C)=O)C1OC(C)=O (centres undefined) | -23 | -5 | 1 | -8 | -27 | -13
Cc1cc(C)c(B(O)O)c(C)c1 | 18 | 12 | 23 | 4 | 6 | 13
O=[N+]([O-])c1ccc2c(c1)C1c3ccccc3C2C2C3c4ccccc4C(c4ccccc43)C12 (centres undefined) | -4 | 22 | 8 | 11 | -5 | -15
CCN(CC)Cc1nc2c(c(=O)n(C)c(=O)n2C)n1C | 10 | -1 | 4 | -2 | 8 | 8
COc1ccc(/C(C)=N/[O-])cc1CS[n+]1ccccc1 | -4 | 15 | 49 | 28 | 59 | 47
CNC(=O)OCc1c(COC(=O)NC)c(-c2ccc(S(=O)(=O)c3ccccc3)cc2)n(C)c1C | -3 | -6 | -43 | -4 | -16 | -2
O=c1[nH]c(=O)n(C2CC(O)C(CO)O2)c2ncncc12 (centres undefined) | 2 | -1 | -57 | 0 | -10 | 4
COc1cc(C)c2cccc(C)c2n1 | -32 | 7 | 9 | 4 | -9 | 0
CCC(CC)C(C)O (centres undefined) | 7 | 8 | -2 | -21 | -22 | -12
COc1cc(N=Nc2ccccc2)cc(/C=N\NC(=S)Nc2cccc(C)c2)c1O | 25 | 35 | 40 | 20 | -8 | 30
O=S(=O)(O)c1ccc(S)cc1 | -6 | 3 | 2 | 2 | -31 | 17
O/N=C1/C2CC3CC1(c1ccccc1)CC(/C3=N/O)/C2=N\O (centres undefined) | 0 | 9 | -5 | 17 | -18 | -12
CC1CCC/C(=C(\C(=O)O)c2ccccc2)C1 (centres undefined) | 29 | 10 | 19 | 26 | 12 | 3
Cc1cc(C)c(C)c(C(=O)O)c1C | 14 | 6 | 10 | 15 | -9 | -3
CN1c2ccccc2C(=O)NC12CCN(Cc1ccccc1)CC2 | 1 | -30 | -21 | -16 | 12 | -13
Cc1cc(C)n(-c2nc(-n3nc(C)cc3C)nc(-n3nc(C)cc3C)n2)n1 | -21 | -34 | -42 | -32 | -21 | -2

Part of the list above with just yeast cln2 rad14, sgs1 mgt1 and rad50:
compound	yeast cln2 rad14	sgs1 mgt1	rad50
O=[N+]([O-])c1ccc2c(c1)C1c3ccccc3C2C2C3c4ccccc4C(c4ccccc43)C12 (centres undefined)	-4	-15	22
CCN(CC)Cc1nc2c(c(=O)n(C)c(=O)n2C)n1C	10	8	-1
COc1ccc(/C(C)=N/[O-])cc1CS[n+]1ccccc1	-4	47	15
CNC(=O)OCc1c(COC(=O)NC)c(-c2ccc(S(=O)(=O)c3ccccc3)cc2)n(C)c1C	-3	-2	-6
O=c1[nH]c(=O)n(C2CC(O)C(CO)O2)c2ncncc12 (centres undefined)	2	4	-1
COc1cc(C)c2cccc(C)c2n1	-32	0	7

Record cards, as listed above:
`CCC(CC)C(C)O` (centres undefined) reads yeast cln2 rad14 = 7; rad50 = 8; mlh1 rad18 = -2; yeast mec2-1 = -21; bub3 = -22; sgs1 mgt1 = -12
`O=[N+]([O-])c1ccc2c(c1)C1c3ccccc3C2C2C3c4ccccc4C(c4ccccc43)C12` (centres undefined) reads yeast cln2 rad14 = -4; rad50 = 22; mlh1 rad18 = 8; yeast mec2-1 = 11; bub3 = -5; sgs1 mgt1 = -15

(continued)
SMILES | yeast cln2 rad14 | rad50 | mlh1 rad18 | yeast mec2-1 | bub3 | sgs1 mgt1
COc1cc(/C=N/NC(=O)c2ccncc2)cc(OC)c1OC | . | -14 | -16 | -48 | . | .
CN1C(=O)NC(=O)C(=C2C=C(c3ccccc3)C(C#N)(c3ccccc3)C(c3ccccc3)=C2)C1=O (centres undefined) | -23 | -20 | 15 | -10 | 0 | -8
C/C=C/C1OCC(CC)([N+](=O)[O-])CO1 (centres undefined) | -22&10 | -2&29 | 5&15 | 3&16 | -10&-4 | -26&20
O=C1C(O)C(O)C(O)C(O)C1O (centres undefined) | -12&16 | -15&23 | -4&20 | -17&20 | -8&21 | -37&4
CC(C)CCC[C@@H](C)[C@H]1CC[C@H]2[C@@H]3CC[C@@H]4C[C@@H](O)CC[C@]4(C)[C@H]3CC[C@]12C | 19&-180 | 8&42 | 10&26 | -8&-32 | -13&35 | -4&-15
O=C(N=Nc1ccccc1)NC(Cc1ccccc1)C(=O)O (centres undefined) | 21 | 19 | 22 | -3 | -2 | 0
SCCSCCCSCCS | 29 | 41 | 29 | 41 | 54 | 41
CSC(=S)NCc1nnn(Cc2ccccc2)c1N | -3 | 12 | 7 | -9 | 2 | 3
O=C(O)c1cnc(Cl)c([N+](=O)[O-])c1 | 5 | 29 | 15 | 13 | 2 | 14
CC(N)CCC(=O)O (centres undefined) | -27 | -16 | -31 | -27 | -32 | -16
CC(C)CC1C(=O)OC(C)(C)OC1=O | 15 | -36 | -29 | -40 | 7 | -18
Cc1ccc(NC(=O)CC(=O)N2N=C(N(c3ccccc3)c3ccccc3)CC2c2ccccc2)cc1 (centres undefined) | 29 | 7 | -22 | 12 | 26 | 0

Screening data from PubChem.
